PI5P4K alpha inh: inhibitors of human PI5P4K alpha | hit rate 1.2% among 330,000 | PI5P4Kalpha enzyme, ADP-Glo luminescence, 60 min; active compounds read low | P48426 | max response, %; active means max response of -50% or lower; inconclusive means between -30% and -50%; inactive means -30% or higher; further: value at the top dose of about 77 µM; on the % scale 0 is the no-effect control and ±100 the full control effect
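Luminescence from ADP-Glo served as readout of PI5P4Kalpha activity in a qHTS format. Reaction: enzyme, substrate, compound, ATP at 5 microM final, 60 min at RT.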
EPAC1 ag: EPAC1 (human) agonism | O95398 | Potency, µM (titrated, usually from 154 µM), for the others: top-dose activation, actives largely listed as activators | EPAC1 agonist qHTS, biochemical assay; response scale: 100% = response to 6.5 mM cAMP | AID 720707 | hit rate 0.073% among 360,000; further: potency means the concentration at half of the fitted maximal effect; nearly all actives have a fitted effect of over 60% in size
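Multi-concentration qHTS readout: loss of Rap1B-bound BODIPY-GDP fluorescence driven by 100 nM EPAC1 with excess GDP (50 uM), monitored kinetically at room temperature; agonist response expressed relative to 6.5 mM cAMP.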
EPAC1 antag: EPAC1 (human) antagonism | O95398 | EPAC1 GEF assay, Rap1b-BODIPY-GDP exchange fluorescence | Potency, µM (doses to about 115 µM), inactives show at the top dose activity change, negative = inhibition, most hits filed as inhibitors | hit rate 0.14% among 360,000;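 further: potency means the concentration at half of the fitted maximal effect; plate controls were vehicle for no effect and positive control for full effect; nearly all actives have a fitted effect of over 50% in size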
WRN helicase inh: blocks human WRN helicase. WRN helicase unwinding, fluorescent forked duplex, kinetic. Q14191. hit rate 0.46% among 360,000. Potency, µM (titrated, usually from 114 µM), inactives show top-dose activity change, negative = inhibition, usual class: inhibitors; further: potency means the concentration at half of the fitted maximal effect; on the % scale 0 is the no-effect control and ±100 the full control effect; nearly all actives have a fitted effect of over 55% in size
Target sequence (Q14191 whole entry, looked up): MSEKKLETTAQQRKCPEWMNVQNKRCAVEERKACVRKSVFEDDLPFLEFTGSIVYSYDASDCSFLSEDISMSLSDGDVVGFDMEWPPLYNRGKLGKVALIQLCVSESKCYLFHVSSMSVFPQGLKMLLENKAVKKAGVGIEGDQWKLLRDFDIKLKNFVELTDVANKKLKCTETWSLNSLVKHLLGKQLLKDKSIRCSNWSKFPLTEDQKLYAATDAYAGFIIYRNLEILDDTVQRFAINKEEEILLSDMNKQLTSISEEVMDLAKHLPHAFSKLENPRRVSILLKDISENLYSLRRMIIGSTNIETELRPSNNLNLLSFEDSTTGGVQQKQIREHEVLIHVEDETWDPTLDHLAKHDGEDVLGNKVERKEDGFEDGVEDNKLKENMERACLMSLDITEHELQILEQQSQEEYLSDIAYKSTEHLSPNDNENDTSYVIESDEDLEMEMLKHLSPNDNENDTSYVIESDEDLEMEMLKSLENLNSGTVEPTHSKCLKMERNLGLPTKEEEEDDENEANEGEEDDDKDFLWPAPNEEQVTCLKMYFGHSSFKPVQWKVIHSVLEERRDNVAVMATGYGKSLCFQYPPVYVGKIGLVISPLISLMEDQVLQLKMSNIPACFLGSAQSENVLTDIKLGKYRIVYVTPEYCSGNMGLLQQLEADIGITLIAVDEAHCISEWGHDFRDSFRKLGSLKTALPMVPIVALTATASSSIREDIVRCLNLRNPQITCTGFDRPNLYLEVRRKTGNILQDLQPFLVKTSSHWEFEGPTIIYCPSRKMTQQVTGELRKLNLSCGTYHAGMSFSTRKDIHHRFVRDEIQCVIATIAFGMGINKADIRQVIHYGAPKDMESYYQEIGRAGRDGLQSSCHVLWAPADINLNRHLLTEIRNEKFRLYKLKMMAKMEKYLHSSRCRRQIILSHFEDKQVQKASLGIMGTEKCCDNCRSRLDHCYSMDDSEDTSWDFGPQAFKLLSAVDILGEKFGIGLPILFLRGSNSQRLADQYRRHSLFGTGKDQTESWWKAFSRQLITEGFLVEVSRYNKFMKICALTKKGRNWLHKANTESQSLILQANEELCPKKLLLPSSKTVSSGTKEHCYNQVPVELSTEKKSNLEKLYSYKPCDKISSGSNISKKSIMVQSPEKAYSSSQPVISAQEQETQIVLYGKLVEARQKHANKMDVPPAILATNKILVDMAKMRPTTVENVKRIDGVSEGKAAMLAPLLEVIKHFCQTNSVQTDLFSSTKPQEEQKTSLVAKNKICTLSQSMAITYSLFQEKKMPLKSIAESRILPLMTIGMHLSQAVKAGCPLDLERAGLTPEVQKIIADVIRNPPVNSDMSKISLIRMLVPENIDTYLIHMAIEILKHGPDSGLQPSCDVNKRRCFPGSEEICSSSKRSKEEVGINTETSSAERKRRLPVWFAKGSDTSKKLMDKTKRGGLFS
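Primary qHTS, 1536-well format. 20 nM WRN + compound, 15 min RT; start with 100 nM forked fluorophore/quencher duplex, 2 mM ATP (final); kinetic read ex 525/em 598 nm.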
EPAC2 antag: antagonists of human EPAC2. EPAC2 GEF exchange of Rap1B-BODIPY-GDP, fluorescence. Potency, µM (top dose mostly 114 µM), for inactives: at the top dose activity, negative = inhibition, hits mostly inhibitors. Q8WZA2. hit rate 0.18% among 360,000; further: potency means the concentration at half of the fitted maximal effect; on the % scale 0 is the no-effect control and ±100 the full control effect; nearly all actives have a fitted effect of over 45% in size; many of its hits are not listed in these tables
PLK1 PBD inh: blocks phosphopeptide binding to human PLK1 polo-box domain; P53350; Plk1 PBD binding of FITC phosphopeptide, fluorescence polarization; Potency, µM, inactives show max response, negative = inhibition, actives largely listed as inhibitors; hit rate 2.8% among 360,000; further: potency means the concentration at half of the fitted maximal effect; series mostly up to about 57 µM; on the % scale 0 is the no-effect control and ±100 the full control effect; nearly all actives have a fitted effect of over 65% in size
MmCpn inh: blocks the Methanococcus maripaludis chaperonin Mm-Cpn. purified Mm-Cpn ATPase, ADP Transcreener TR-FRET. Potency, µM (series often up to 76.9 µM), for the others: at the highest dose activity, negative = inhibition, actives largely listed as inhibitors. hit rate 0.031% among 330,000; further: potency means the concentration at half of the fitted maximal effect; on the % scale 0 is the no-effect control and ±100 the full control effect; nearly all actives have a fitted effect of over 80% in size
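Quantitative HTS used 25 nM Mm-CPN and 10 uM ATP in magnesium/KCl Tris buffer, pH 7.4, with 1 mM DTT. Hydrolysis ran 30 min at 37°C; ADP was read by HTRF.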
CCT modulator: changes cytosolic chaperonin activity; hit rate 0.3% among 360,000; purified chaperonin ATPase assay, HTRF ADP detection, 30 min; AID 651819; activity change, % (test concentration not listed), hits read low; in the data active means activity change below about -30%; further: on the % scale 0 is the no-effect control and ±100 the full control effect
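ATPase activity: ADP formed was measured by HTRF Transcreener (665/615 nm ratio) after 30 min at 37 deg C with 10 uM ATP. Compounds screened at one 76 uM concentration against 40 or 20 nM TRiC in Tris pH 7.4/KCl/MgCl2/DTT buffer.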
Active calls of the source: *; ? = inconclusive; nt = no result given; [ ] = another dose, or the depositor's remark. Unless noted, the call rests on the fitted dose curve; in most records, active means well fitted curve in the direction sought with a large enough effect; inconclusive means small, poorly fitted or top-dose-only effect, or another doubt; inactive means no such curve, though single readings can be large; an effect the other way counts as inactive or inconclusive. Some of the compounds tested. The share of hits here may be higher or lower than overall.

Preview, twelve compounds:
SMILES	PI5P4K alpha inh	EPAC1 ag	EPAC1 antag	WRN helicase inh	EPAC2 antag	PLK1 PBD inh	MmCpn inh	CCT modulator
Cc1ccc(NC(=O)CN2C(=O)NC(Cc3ccccc3)C2=O)c(Br)c1 (stereo not given)	3	-1%	-1%	3%	0%	-9%	-1%	-0.9
COc1ccc(/C(O)=C2/C(=O)C(=O)N(Cc3cccnc3)C2c2ccccn2)cc1 (stereo not given)	1	3%	-3%	-13%	0%	-20%	-1%	-2.5
COc1ccc(NC(=O)c2csc(C)c2)cc1OC	1	-3%	16%	9%	3%	6%	-4%	-0.6
COc1ccc(N2CCN(C(=O)C(=O)c3cn(CC(=O)N4CCCCCC4)c4ccccc34)CC2)cc1	1	-3%	-14%	-22%	0%	-13%	1%	-0.2
C[C@H](NC(=O)[C@@H]1CSC2c3ccccc3C(=O)N21)C(=O)NCCc1ccccc1 (stereo not given in full)	0	8%	10%	3%	-3%	-18%	0%	0.7
COc1ccc(CC(=O)Nc2ccc(-c3cn4cccc(C)c4n3)cc2)cc1OC	3	-68%[inhibitor]	8%	-17%	-26%	2%	0%	2.7
CCOC(=O)c1ccc(NC2=CC(=O)CC(c3ccco3)C2)cc1 (stereo not given)	-3	-8%	-26%	1%	-17%	-14%	-1%	0.3
Fc1ccc(-c2nc3ccc(Br)cn3c2Cc2ccccc2C(F)(F)F)cc1	4	-8%	-13%	-20%	5%	-19%	nt	0.5
COc1ccc(-c2nnc(CSc3nc4ccccc4c(=O)n3CC3CCCO3)o2)cc1OC (stereo not given)	-1	9%	9%	3%	-21%	-6%	1%	-0.9
Cc1ccc(/C=N/n2nnnc2N)cc1	-3	8%	-6%	1%	6%	-2%	nt	-1.1
CC(C)n1nccc1NC(=O)COC(=O)c1ccc(NC(N)=O)cc1	3	5%	-28%	10%	4%	-7%	1%	-1.7
COc1cc(/C=C/C(=O)O)cc(S(=O)(=O)Nc2ccc3cn[nH]c3c2)c1OC	5	-5%	13%	4%	-4%	3%	1%	1.4

All compounds of this part, previewed entries included:
SMILES	PI5P4K alpha inh	EPAC1 ag	EPAC1 antag	WRN helicase inh	EPAC2 antag	PLK1 PBD inh	MmCpn inh	CCT modulator
Cc1ccc(NC(=O)CN2C(=O)NC(Cc3ccccc3)C2=O)c(Br)c1 (stereo not given)	3	-1%	-1%	3%	0%	-9%	-1%	-0.9
COc1ccc(/C(O)=C2/C(=O)C(=O)N(Cc3cccnc3)C2c2ccccn2)cc1 (stereo not given)	1	3%	-3%	-13%	0%	-20%	-1%	-2.5
COc1ccc(NC(=O)c2csc(C)c2)cc1OC	1	-3%	16%	9%	3%	6%	-4%	-0.6
COc1ccc(N2CCN(C(=O)C(=O)c3cn(CC(=O)N4CCCCCC4)c4ccccc34)CC2)cc1	1	-3%	-14%	-22%	0%	-13%	1%	-0.2
C[C@H](NC(=O)[C@@H]1CSC2c3ccccc3C(=O)N21)C(=O)NCCc1ccccc1 (stereo not given in full)	0	8%	10%	3%	-3%	-18%	0%	0.7
COc1ccc(CC(=O)Nc2ccc(-c3cn4cccc(C)c4n3)cc2)cc1OC	3	-68%[inhibitor]	8%	-17%	-26%	2%	0%	2.7
CCOC(=O)c1ccc(NC2=CC(=O)CC(c3ccco3)C2)cc1 (stereo not given)	-3	-8%	-26%	1%	-17%	-14%	-1%	0.3
Fc1ccc(-c2nc3ccc(Br)cn3c2Cc2ccccc2C(F)(F)F)cc1	4	-8%	-13%	-20%	5%	-19%	nt	0.5
COc1ccc(-c2nnc(CSc3nc4ccccc4c(=O)n3CC3CCCO3)o2)cc1OC (stereo not given)	-1	9%	9%	3%	-21%	-6%	1%	-0.9
Cc1ccc(/C=N/n2nnnc2N)cc1	-3	8%	-6%	1%	6%	-2%	nt	-1.1
CC(C)n1nccc1NC(=O)COC(=O)c1ccc(NC(N)=O)cc1	3	5%	-28%	10%	4%	-7%	1%	-1.7
COc1cc(/C=C/C(=O)O)cc(S(=O)(=O)Nc2ccc3cn[nH]c3c2)c1OC	5	-5%	13%	4%	-4%	3%	1%	1.4
COc1ccc(NC(=O)CCC(=O)N2CCN(S(=O)(=O)c3ccc(C)cc3)CC2)c(OC)c1	-6	-8%	5%	-4%	5%	-6%	0%	-5.8
Cc1oc2c(c(C)cc3oc(=O)c(CC(=O)N[C@@H](C)C(=O)O)c(C)c32)c1C	-4	-5%	1%	2%	-13%	-3%	-4%	-33*
CCOCCCn1c(=S)[nH]c2cc3c(cc2c1=O)OCO3	0	7%	-17%	-3%	2%	5%	-1%	0.5
Cc1ccc(S(=O)(=O)N2CCC(C(=O)N3CCC[C@H]3C(=O)NC3CCS(=O)(=O)C3)CC2)cc1 (stereo not given in full)	nt	4%	5%	-3%	-1%	-2%	1%	-2.5
CCOc1cccc(N)c1	-1	-20%	0%	6%	-5%	-2%	-1%	-1.5
CC(C)Cc1nc(Cl)c(C#N)c2c1CCCC2	0	5%	12%	3%	-15%	-1%	3%	-3.9
COc1ccccc1CCC(=O)OC(C)C(=O)Nc1c(C)n(C)n(-c2ccccc2)c1=O (stereo not given)	10	-5%	3%	-2%	4%	-5%	-2%	-2.8
CN(C)c1ccc(P(=O)(OC2CCCCC2)C(O)c2cccnc2)cc1 (stereo not given)	nt	-5%	-2%	5%	3%	-2%	-1%	-0.9

Given in markdown: entries from further up
| smiles | PI5P4K alpha inh | EPAC1 ag | EPAC1 antag | WRN helicase inh | EPAC2 antag | PLK1 PBD inh | MmCpn inh | CCT modulator |
| --- | --- | --- | --- | --- | --- | --- | --- | --- |
| COc1cc(/C=C/C(=O)O)cc(S(=O)(=O)Nc2ccc3cn[nH]c3c2)c1OC | 5 | -5% | 13% | 4% | -4% | 3% | 1% | 1.4 |
| COc1ccc(NC(=O)CCC(=O)N2CCN(S(=O)(=O)c3ccc(C)cc3)CC2)c(OC)c1 | -6 | -8% | 5% | -4% | 5% | -6% | 0% | -5.8 |

More structures follow.
SMILES	PI5P4K alpha inh	EPAC1 ag	EPAC1 antag	WRN helicase inh	EPAC2 antag	PLK1 PBD inh	MmCpn inh	CCT modulator
COC(=O)Nc1ccc(S(=O)(=O)N2CCC(Cc3ccccc3)CC2)cc1	5	23%	-16%	-14%	-11%	?	1%	0.6
COc1ccc(S(=O)(=O)NNC(=O)C23CC4CC(CC(C4)C2)C3)cc1	0	3%	9%	-23%	10%	1%	-2%	-0.9
O=C(O)CC(Cc1ccc(Cl)cc1)C(=O)Nc1ccc([N+](=O)[O-])cc1 (stereo not given)	1	2%	-4%	0%	-3%	-1%	4%	-0.9
O=C(Nc1cnc2ccccn2c1=O)c1ccc(Cl)cc1Cl	3	5%	-12%	3%[57.1 µM]	7%	-6%	0%	1.9
COc1cc(C(=O)Nc2ccc(C(=O)O)cc2)ccc1OC(C)=O	2	11%	-1%	-3%	13%	-4%	3%	0.0
O=C(Cn1c(=O)n(Cc2ccccc2)c(=O)c2ccccc21)NCc1ccco1	2	-6%	3%	-25%	13%	-5%	-1%	1.4
O=C1C(=Cc2ccc(Cl)cc2)CCc2ccccc21	2	4%	-8%	3%	-26%	2%	nt	0.7
CC(C)N=C1NN=C(c2cccs2)C(CC(=O)O)S1 (stereo not given)	-14	13%	14%	-18%	5%	?	0%	-3.9
COC(=O)[C@@]12C[C@@H](CC(=O)NCCCCc3ccccc3)C(=O)N(CCc3ccc(OC)c(OC)c3)C1=CCC(C)(C)C2	21	-10%	-23%	-4%	3%	-7%	nt	nt
C[C@@H]1CCC[C@]2(O[C@H](CCO)C[C@H](O)[C@H]2O)O1	4	6%	?	-11%	1%	-15%	0%	0.4
Cc1ccnc(NC(=O)C2CCCN(S(=O)(=O)c3ccc4[nH]c(=O)ccc4c3)C2)c1 (stereo not given)	-3	1%	-18%	1%	1%	-9%	-1%	-2.5
S=C(Nc1ccc(Cl)cc1)N1CCCCC1	-5	0%	3%	-17%	7%	-3%	1%	-0.7
NC(=O)CN1CCN(C(=O)NC2CCCCC2)CC1	3	-10%	7%	-1%	2%	-5%	-1%	2.2
CC(=O)Nc1ccc(S(=O)(=O)N[C@@H](C)C(=O)Nc2ccc(N3CCOCC3)cc2)cc1	2	11%	-23%	-1%	-6%	-8%	1%	-1.0
O=C(NCc1ccc(F)cc1)C1CCCN(S(=O)(=O)c2cccc3nsnc23)C1 (stereo not given)	nt	8%	6%	2%	-2%	-3%	0%	-0.9
Cn1c(SCC2CCCCC2)nnc1-c1ccncc1	1	2%	7%	2%	10%	-7%	1%	-0.1
Cc1cc(CNC(=O)COc2ccc(F)cc2Cl)cc(C)c1O	3	6%	-15%	-18%	-11%	-14%	?	-0.2
O=S(=O)(Nc1nccs1)c1cnc(Cl)c(Br)c1	-3	-2%	5%	-11%	0%	1%	-1%	-0.3
Cn1c(CCNC(=O)c2ccco2)nc2cc(NC(=O)NC3CCCCC3)ccc21	0	8%	7%	-5%	18%	-12%	0%	0.9
COc1ccc(OC)c(C(=O)c2oc3ccccc3c2NC(C)=O)c1	-12	6%	-9%	-2%	-1%	-7%	0%	-3.3
CC(C)(C)NS(=O)(=O)c1ccc(NS(=O)(=O)c2ccc(F)cc2)cc1	-26	-1%	10%	4%	-3%	-2%	2%	-3.2
CC(=O)Oc1c(C)c2c3c(c1OC(C)=O)[C@@H](C)CC[C@@H]3[C@@H](C)C[C@H]2C=C(C)C	-2	-12%	?	-6%	-19%	-9%	-3%	0.3
CCS(=O)(=O)CCSC(=N)N	nt	4%	-2%	-2%	3%	?	0%	2.0
CCOc1ccc(NC(=O)c2ccc(F)cc2F)cc1	?	-2%	-4%	-10%	0%	-20%	nt	-2.2
O=C(NC1C(=O)NNC1c1ccccc1)c1ccc(F)cc1 (stereo not given)	-8	-1%	-12%	6%	-3%	-12%	1%	-1.4
Cc1ccc(NS(=O)(=O)c2cc(C(=O)NCc3ccncc3)ccc2C)cc1	2	36%	-25%	-15%	3%	-4%	4%	-4.9
CC(=O)NC(c1ccc(C(C)C)cc1)c1ccc2cccnc2c1O (stereo not given)	-5	10%	-13%	5%	?	-17%	1%	0.3
CCc1ccccc1NC(=O)CSc1nnc([C@@H](NC(=O)OC(C)(C)C)C(C)CC)o1 (stereo not given in full)	nt	0%	-1%	7%	-2%	-16%	0%	-3.3
CCNC(=O)CC1C(=O)N(c2ccccc2)C(=O)N1CCc1ccc(OC)c(OC)c1 (stereo not given)	nt	0%	7%	-7%	16%	-15%	-3%	2.4

Screens deposited in PubChem BioAssay by National Center for Advancing Translational Sciences (NCATS).
